Source: PubChem BioAssay
ERp5 block: ERp5 (human) disulfide isomerase inhibition. Q15084. ERp5 insulin aggregation, absorbance 650 nm, 90 min. 0.05% of 350,000 active. inhibition, % at 9.99 µM;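 active = mean replicate inhibition above about 25%, with every replicate also reaching it, limit read from the data, passing the limit was not always enough; inconclusive = only one of those two criteria met; inactive = neither criterion met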
Statin myotox sup: suppression of simvastatin myotoxicity | 0.78% of 330,000 active | C2C12 myotubes + simvastatin, ATP luminescence, 48 h; scaled: DMSO 0, geranylgeraniol control 100 | AID 602340 | rescue of ATP level, % at 7.49 µM;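 active = mean ATP rescue above about 67%, or every replicate alone reaching that limit, limit read from the data, passing the limit was not always enough; inconclusive = no clear call, values can overlap the other calls; inactive = mean under the limit and some replicate under it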;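 note: myotubes were challenged with 10 µM simvastatin during compound exposure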
E-sel inducer: induces E-selectin expression in human endothelial cells | HUVEC E-selectin immunofluorescence imaging; normalized: neutral wells 0, TNF-alpha wells 100 | activation, % at 7.58 µM | 0.37% of 260,000 active;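 active = mean E-selectin-positive cell signal at least 10% of the positive control, reached in at least 60% of replicates, without over 20% cell loss; inconclusive = no rule given, readout overlaps actives, possibly toxicity-flagged; inactive = the rest, including those meeting only one limit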;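 note: in these data hits start at about 27%; measured in HUVEC primary endothelial cells; signal is the percent of cells scored E-selectin positive by PE staining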
Target sequence (P16581 whole entry, looked up): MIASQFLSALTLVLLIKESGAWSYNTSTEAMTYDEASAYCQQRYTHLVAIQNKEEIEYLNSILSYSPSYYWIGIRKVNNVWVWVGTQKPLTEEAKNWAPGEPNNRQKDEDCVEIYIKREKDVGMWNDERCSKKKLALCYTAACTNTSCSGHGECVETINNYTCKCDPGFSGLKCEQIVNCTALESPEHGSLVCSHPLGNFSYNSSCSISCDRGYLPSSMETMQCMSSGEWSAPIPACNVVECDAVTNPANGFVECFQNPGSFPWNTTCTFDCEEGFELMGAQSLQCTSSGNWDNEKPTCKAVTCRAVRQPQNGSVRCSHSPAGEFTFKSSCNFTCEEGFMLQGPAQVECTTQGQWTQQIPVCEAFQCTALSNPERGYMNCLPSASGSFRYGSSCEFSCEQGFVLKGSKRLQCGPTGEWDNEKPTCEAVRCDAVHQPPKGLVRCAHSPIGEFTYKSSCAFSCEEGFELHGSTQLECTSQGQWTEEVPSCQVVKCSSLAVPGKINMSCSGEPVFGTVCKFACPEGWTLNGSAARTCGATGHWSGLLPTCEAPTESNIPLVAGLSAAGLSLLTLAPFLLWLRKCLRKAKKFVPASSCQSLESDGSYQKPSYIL
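Material: HUVEC primary endothelial cells; Amount: 3,000 cells per well; Dosing: single concentration; Medium: EGM-2 growth medium on 0.1% gelatin-coated wells; Read-out basis: percent E-selectin-positive cells; Signal: immunofluorescence imaging; Control set: TNF-alpha, DMSO.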
SIRT5 inh: sirtuin-5 (human) deacylase inhibition; inhibition, % at 15 µM; Q9NXA8; AID 652115; 1.1% of 330,000 active; Purified SirT5, succinyl-peptide AMC, trypsin-coupled fluorescence; in the data active = inhibition above about 15%; inconclusive = no clear call, values can overlap the other calls
Target sequence (Q9NXA8 whole entry, looked up): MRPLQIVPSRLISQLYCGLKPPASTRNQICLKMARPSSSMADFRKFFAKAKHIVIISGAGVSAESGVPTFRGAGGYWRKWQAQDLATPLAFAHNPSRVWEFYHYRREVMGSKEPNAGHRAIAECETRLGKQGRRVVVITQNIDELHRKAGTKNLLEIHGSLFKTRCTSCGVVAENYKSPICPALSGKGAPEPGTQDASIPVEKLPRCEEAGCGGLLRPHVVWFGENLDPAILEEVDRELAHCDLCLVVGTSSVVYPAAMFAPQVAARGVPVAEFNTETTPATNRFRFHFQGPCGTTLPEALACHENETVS
S100A4 MyoIIA: blocks human S100A4 binding to myosin IIA peptide | S100A4/TAMRA-MyoIIA peptide fluorescence polarization | inhibition, % at 10.7 µM | 0.14% of 360,000 active | AID 652163;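 active = mean inhibition of at least 70% across replicates, with every replicate also reaching that level; inconclusive = mean inhibition reaches 70% but some replicates fall short; inactive = mean inhibition below 70%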
Target sequence (P26447 whole entry, looked up): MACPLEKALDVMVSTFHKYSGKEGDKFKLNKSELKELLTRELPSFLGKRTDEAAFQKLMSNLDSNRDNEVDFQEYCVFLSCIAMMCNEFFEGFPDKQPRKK
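System – human S100A4 monomer protein, biochemical binding assay · Buffer or medium – Calcium-containing HEPES buffer, pH 7.2 · Timing – 5 min between mix addition and reading · Also added – TAMRA-labelled myosin IIA heavy-chain peptide probe, 5 nM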
PglD DTNB: PglD (C. jejuni) enzyme inhibition | purified PglD enzyme, DTNB colorimetric CoA detection | AID 602405 | 0.098% of 360,000 active | inhibition, % at 12.5 µM; in the data active = inhibition above about 16%, passing the limit was not always enough; inconclusive = no clear call, values can overlap the other calls; note: strong numbers were not always called active
DENV2 CPE rescue: inhibitors of DENV2 cytopathic effect. 1.7% of 350,000 active. DENV2-infected cells, cytopathic effect rescue, plate reader. AID 651640. CPE inhibition, % at 9.99 µM; in the data active = CPE inhibition above about 20%, passing the limit was not always enough; inconclusive = no clear call, values can overlap the other calls; tested in BHK-21 cells;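 note: 0% = median of neutral control wells and 100% = median of positive control wells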
The depositor's hits bear a star; ? = inconclusive; . = not tested or not shown; & = joins results of further samples. These rows are one share of the data; the hit share may differ from the screen's.

SMILES	ERp5 block	Statin myotox sup	E-sel inducer	SIRT5 inh	S100A4 MyoIIA	PglD DTNB	DENV2 CPE rescue
COC(=O)[C@H]1[C@H](CO)[C@H]2Cn3c(ccc(-c4ccccc4F)c3=O)[C@@H]1N2Cc1ccccc1	-5	38	-1.9	-2	14	2	-3
CCn1cc(/C=c2/sc3n(c2=O)C2c4ccccc4OC(C)(N=3)C2C(=O)OC)c(C)n1 (stereo not given)	11	.	0.1	4	11	.	12
COc1ccc(-c2cc(=NCCC(=O)O)c3cc(C)ccc3o2)cc1	-1	11	0.2	-139	0	2	-6
COC(=O)[C@@H]1[C@@H](CO)[C@@H]2Cn3c(ccc(-c4ccccc4F)c3=O)[C@H]1N2Cc1cccnc1	-1	0	0.0	-5	17	-5	-6
CSc1ccc(CN2CCN(C(=O)Cc3ccccc3)CC2)cc1	-3	-8	.	-4	-2	-3	-1
CC(CN1CCOCC1)OC(=O)Cc1ccccc1 (stereo not given)	-3	.	.	-3	-3	.	-4
O=C(C1CCC(=O)N1C1CCCCC1)N1CCC2(CC1)OCCO2 (stereo not given)	-1	1	.	.	-4	-2	.
CCOc1ccc2c(c1)c(C(C)=O)c(C)n2Cc1ccco1	11	9	-1.0	-4	-3	0	.
Cc1noc(C)c1C(=O)N1CCC2(CC1)OCCO2	5	-7	.	3	0	.	16
C=CCn1c(O)c(C(CC)=Nc2cccc(C(F)(F)F)c2)c(=O)[nH]c1=O	2	.	0.6	1	-2	.	-1
O=C1NCN(c2ccccc2)C12CCN(C(c1ccccc1OC(F)(F)F)c1nnnn1-c1ccc3c(c1)OCCO3)CC2 (stereo not given)	-5	5	0.1	11	7	-7	-6
CC(CCc1ccccc1)NCCC#N (stereo not given)	2	.	1.6	2	2	.	11
Cc1ccccc1C(=O)NCCN1CCC2(CC1)C(=O)NCN2c1ccccc1	1	.	0.0	0	-1	.	-1
Cc1nn(C)c(C)c1P(=S)(c1c(C)nn(C)c1C)N(C)C	-4	2	.	0	0	1	-2
C=CCn1c(O)c(C(C)=Nc2ccc(C(=O)O)cc2)c(=O)[nH]c1=O	-3	0	-0.9	-4	-12	7	-1
Cc1ccccc1-c1ccc2n1Cc1cnnn1-c1ccccc1-2	2	-2	0.7	-3	0	-3	13
COC(=O)[C@@H]1N=C(c2ccc(OC)cc2)O[C@]12C(=O)N(C)c1cccc(Cl)c12	-1	.	9.6	7	0	.	4
O=c1[nH]c2ccccc2n1C1CCN(C(c2cc3ccccc3o2)c2nnnn2-c2ccc3c(c2)OCCO3)CC1 (stereo not given)	1	-39	0.0	-3	-6	-2	-12
COc1ccc(-n2c(/C=C/c3ccc(O)cc3)nc3ccccc3c2=O)cc1	1	-47	-0.2	-1	-1	0	-2
N#CCCn1cc(C(=O)Nc2ccc(F)cc2)c(-c2ccccc2)n1	-10	17	.	-4	6	-18	-2
CCOC(=O)C1=C(N)OC2=C(C(=O)CC(C)(C)C2)C12C(=O)Nc1ccccc12 (stereo not given)	19	-15	.	-1	0	-1	.
O=C(NCC1=C(c2ccc3ccccc3c2)C[C@@H]2CC[C@H]1N2Cc1ccco1)c1ccncc1	-1	5	0.0	25*	-9	-7	-13
COC(=O)c1ccc(C(C(=O)NC2CCCCC2)N(CCN2CCOCC2)C(=O)Cc2cccs2)cc1 (stereo not given)	5	.	-1.2	-2	3	.	.
CCn1c(C)c(C(=O)NCCc2ccccc2)c2cc(OC)ccc21	-1	-20	0.4	0	1	1	?
CCn1c(P(C)(=O)O)nc2cc(NC(=O)c3ccccc3F)ccc21	-3	.	.	.	4	.	0
N#Cc1ccc(NC(=O)CN2CCN(C(=O)c3cccs3)CC2)cc1Cl	0	-14	-0.1	-3	4	8	7
CCOC(=O)c1c(C)n(Cc2ccc(F)cc2)c2ccc(O)cc12	-1	.	.	-2	-4	-1	3
COc1ccccc1N1CCN(Cc2ccc3c(c2)OCO3)CC1	6	6	-0.4	-3	-4	.	-3
COC(=O)C1=C(c2c(C)noc2C)C[C@@H]2CC[C@H]1N2C(=O)NC1Cc2ccccc2C1	1	0	-0.1	.	-4	5	9
O=P1(Oc2ccccc2)C[C@@H](O)[C@@H](O)[C@H](COCc2ccccc2)O1 (stereo not given in full)	-3	1	0.2	.	3	-1	.
Cc1cc(/C=C2\C(=O)NC(=O)N(Cc3ccccc3Cl)C2=O)c(C)n1-c1ccc(C(=O)O)cc1	2	.	-0.4	8	-7	.	5
O=S(=O)(NC1CCCCC1)OCC(Cl)(Cl)Cl	0	-8	.	.	1	4	-12
COc1ccc(OC(=O)N(C)C[C@H]2OCc3cnnn3CCCC(=O)N([C@H](C)CO)C[C@H]2C)cc1	0&2	4&-2&3	-0.2&0.6	-7&-6	-1&0	-1&-3	0&-16
Cc1cccc(-c2nc3ccc(C(=O)N4CCC5(CC4)OCCO5)cc3nc2-c2cccc(C)c2)c1	-1	5	.	2	-2	-1	-8
CCOP(=O)(OCC)c1cccc(O)c1	4	.	.	-1	-1	.	2
Cc1ccc(-c2nc3ccccc3c(=O)n2-c2cccnc2)cc1	0	.	-0.1	13	2	.	-7
CS(=O)(=O)c1ccc(C2=C(CNC(=O)c3ccncc3)[C@H]3CC[C@@H](C2)N3Cc2ccco2)cc1	-2	-5	-0.1	-6	5	5	-1
O=[N+]([O-])c1cc(F)c(N2CCCC2)cc1Br	-7	-8	.	0	10	-3	11
C=C1C(=O)[C@@]23C[C@H]4[C@@H]5[C@@]6(C)CCC[C@@]57[C@@H]2[C@@H](O)[C@@H]1C[C@H]3[C@H]7N4C6	0	-50	.	0	6	2	2
CC(C)(OOC1(c2ccccc2)NC(=O)c2ccccc21)c1ccccc1 (stereo not given)	-2	.	-0.2	.	-1	.	-1
COc1ccc(NC(=O)CN2CC=C(c3ccccc3)CC2)cc1S(=O)(=O)N1CCOCC1	-7	.	.	2	-5	.	-5
COC(=O)c1ccc(NC(=O)CSc2nc3ccc(N4C(=O)C5C6C=CC(C6)C5C4=O)cc3s2)cc1 (stereo not given)	2	.	-2.8	0	-7	.	4
O=C(CCc1ccccc1)N1C[C@H]2C[C@@H](C1)c1cccc(=O)n1C2	7	-10	.	10	0	3	7
Cc1ccc(OC(=O)N(C)C[C@@H]2OCc3cnnn3CCCC(=O)N([C@H](C)CO)C[C@H]2C)cc1	-2&2	-2&2	-0.1	-3&-1	-2&5	1&0	-16&0
CCN(CC)P(=O)(c1n(CC)cc[n+]1CC)N(CC)CC	1	.	.	1	0	.	-2
O=C(Cc1ccccn1)N1CCCCN2[C@H](C1)[C@H](c1ccc(-c3ccc(F)cc3)cc1)[C@@H]2CO	-1	.	0.4	-2	-6	1	-14
CCCCc1cc(=O)oc2cc(OCC(=O)N3C[C@H]4C[C@@H](C3)c3cccc(=O)n3C4)c(Cl)cc12	-1	3	.	.	1	0	-12
CC1([N+](=O)[O-])COP(=O)(Nc2cccc(F)c2)OC1 (stereo not given)	3	.	0.0	-4	-3	.	3
O=c1[nH]c(=O)n(Cc2ccccc2)c(O)c1/C=N/NCCO	-9	.	0.0	-2	-12	3	-1
Cc1ccsc1C(=O)C1CCCN(Cc2ccn[nH]2)C1 (stereo not given)	1	0	5.2	-2	1	.	11
(more compounds)
SMILES	ERp5 block	Statin myotox sup	E-sel inducer	SIRT5 inh	S100A4 MyoIIA	PglD DTNB	DENV2 CPE rescue
COC(=O)[C@@H]1[C@@H](CO)[C@@H]2Cn3c(cccc3=O)[C@H]1N2C(=O)C1CC1	-1	-1	-0.2	-4	1	-1	7
C[C@]12CC(=O)CC1CCC1C2CC[C@@]2(C)C1CC[C@@H]2O (stereo not given in full)	3	18	.	-2	-4	6	-8
O=C1NC(=O)N(Cc2ccco2)C(=O)/C1=C\c1cccn1CCOc1ccc(Cl)cc1	3	.	.	1	-8	.	-6
O=S1(=O)N(Cc2ccc(F)cc2)CCCN1Cc1ccccc1Cl	-2	1	0.1	-3	-7	3	-3
O=[N+]([O-])c1ccc(C(=Nc2ccccc2)N2CC2)cc1	4	2	-0.1	-3	-2	.	-6
C=CCN1C(=O)C2(C(C(=O)OCC)=C(N)Oc3c2c(=O)oc2ccccc32)c2ccccc21 (stereo not given)	.	17	1.4	.	.	-1	.
Nc1ccc(-c2ccccc2)cc1	3	-8	2.0	0	1	-3	-5
CN1CCc2cc(O)cc3c2[C@H]1Cc1ccc(O)c(O)c1-3	-6	-8	2.0	3	1	0	2
COc1ccc(C(c2nnnn2-c2ccc3c(c2)OCCO3)N2CCC(n3c(=O)[nH]c4ccccc43)CC2)cc1 (stereo not given)	-3	-16	3.3	10	23	-5	?
O=C1NC(=O)C(C(CC(=O)c2ccccc2)c2ccccc2)C(=O)N1 (stereo not given)	1	.	.	-1	5	.	.
COC(=O)c1c(C)n(Cc2ccccc2)c2ccc(O)cc12	-1	-6	.	-1	-1	-1	-3
COC(=O)C1=C(c2ccc(OC)c(OC)c2)C[C@@H]2CC[C@H]1N2C(=O)NCCOc1ccccc1	4	3	0.0	.	0	-2	4
CC(C)N1CCN(c2ccc(O)cc2)CC1	-2	.	-2.3	0	-2	-7	2
C[C@@H]1CN([C@@H](C)CO)C(=O)CCCn2nncc2CO[C@H]1CN(C)C(=O)Oc1ccccc1	5&1&-4	-3&11&2	0.0	-1&1&-6	1&12&-20	0&0&1	-3&11&-3
CS(=O)(=O)c1ccc(C2=C(CNC(=O)c3cccs3)[C@H]3CC[C@@H](C2)N3Cc2ccccc2)cc1	-8	10	0.0	-5	-1	-4	2
COc1cc(CN2CC=C(c3ccc(F)cc3)CC2)cc(OC)c1	3	-6	0.1	-2	0	-4	-2
COc1cc([N+](=O)[O-])c2nc(C)ccc2c1[N+](=O)[O-]	2	.	-0.2	-9	3	.	2
CCOC(=O)c1cccc(C2=C(CNC(C)=O)[C@H]3CC[C@@H](C2)N3Cc2ccccc2)c1	7	7	-0.2	0	1	-2	32*
COc1cc(N2CCOCC2)ccc1/C=C1\C(=O)NC(=O)N(Cc2cccs2)C1=O	5	.	3.7	1	-25	.	-2
CC(C(=O)c1c[nH]c2ccccc12)N1CCOCC1 (stereo not given)	2	.	0.0	-9	0	.	1
O=C(O)[C@@H]1[C@@H](CO)[C@@H]2Cn3c(ccc(-c4ccccc4)c3=O)[C@H]1N2CC1CCCCC1	5	13	-1.8	-3	0	2	-5
CC(=O)OC1CCC2(C)C(=CC(=O)C3C2CCC2(C)C(OC(C)=O)CCC32)C1 (stereo not given)	-6	.	0.6	-3	-2	.	3
O=[N+]([O-])c1cccc(O)c1	-3	6	.	.	1	-1	25*
COC(=O)C1=C(c2c(C)noc2C)C[C@@H]2CC[C@H]1N2C(=O)NCc1ccc(F)cc1	-11	-1	0.9	.	3	3	?
CCOP(=S)(OCC)N1CC1	-10	6	-0.5	.	-1	-1	-7
C[C@@]1([C@@H](NP(=O)(c2ccccc2)c2ccccc2)c2ccccc2)C[C@H]1CCO	0	5	-0.5	.	6	-5	.
O=P(CCl)(Nc1ccccc1)C(Cl)(Cl)Cl (stereo not given)	-3	.	0.1	-1	-39	.	2
N=C1c2ccccc2CN1c1ncccn1	-6	.	.	1	-3	.	.
C[C@@H]1COc2cc(N3CCN(C)CC3)ccc2S(=O)(=O)N1	-3	.	0.6	0	-3	.	1

Single records, as listed above. Values in the order: ERp5 block	Statin myotox sup	E-sel inducer	SIRT5 inh	S100A4 MyoIIA	PglD DTNB	DENV2 CPE rescue
O=C(O)[C@@H]1[C@@H](CO)[C@@H]2Cn3c(ccc(-c4ccccc4)c3=O)[C@H]1N2CC1CCCCC1 is listed as 5	13	-1.8	-3	0	2	-5
CC(=O)OC1CCC2(C)C(=CC(=O)C3C2CCC2(C)C(OC(C)=O)CCC32)C1 (stereo not given) is listed as -6	.	0.6	-3	-2	.	3
O=P(CCl)(Nc1ccccc1)C(Cl)(Cl)Cl (stereo not given) is listed as -3	.	0.1	-1	-39	.	2
N=C1c2ccccc2CN1c1ncccn1 is listed as -6	.	.	1	-3	.	.
